RTF Ca sens act = increases calcium sensitivity of human cardiac regulated thin filaments | IANBD-labeled TnC RTF fluorescence at EC20 calcium; 0% EC20 calcium, 100% full calcium | activation, % at 7.2 µM | actives 0.24% (n = 340,000);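 active = activation above the mean over all tested compounds plus 3 SD, cut at about 30% in these data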;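 also: rise in fluorescence read as greater calcium sensitivity of cardiac thin filaments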
CDK5 inh = blocks human CDK5/p35 kinase activity. Q00535+Q15078. actives 0.01% (n = 330,000). AID 488839. inhibition, % at 10 µM. Recombinant CDK5/p35, ADP-Glo luminescence, 60 min;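 active = highest replicate inhibition of at least 50% and at least 75% of replicates reaching 50%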;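 also: plate controls were DMSO neutral control for no effect and GW8510 at 10 µM for full effect; many of its hits are not listed in these tables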
Target sequence (Q00535 whole entry, looked up): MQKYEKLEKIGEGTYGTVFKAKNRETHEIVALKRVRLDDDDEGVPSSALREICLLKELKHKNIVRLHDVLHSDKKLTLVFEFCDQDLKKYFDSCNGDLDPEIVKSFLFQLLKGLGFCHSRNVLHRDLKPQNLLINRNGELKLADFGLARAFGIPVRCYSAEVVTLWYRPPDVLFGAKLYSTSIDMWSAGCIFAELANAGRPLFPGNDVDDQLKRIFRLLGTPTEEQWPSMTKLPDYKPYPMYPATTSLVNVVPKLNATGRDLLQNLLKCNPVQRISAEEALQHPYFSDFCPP
Target sequence (Q15078 whole entry, looked up): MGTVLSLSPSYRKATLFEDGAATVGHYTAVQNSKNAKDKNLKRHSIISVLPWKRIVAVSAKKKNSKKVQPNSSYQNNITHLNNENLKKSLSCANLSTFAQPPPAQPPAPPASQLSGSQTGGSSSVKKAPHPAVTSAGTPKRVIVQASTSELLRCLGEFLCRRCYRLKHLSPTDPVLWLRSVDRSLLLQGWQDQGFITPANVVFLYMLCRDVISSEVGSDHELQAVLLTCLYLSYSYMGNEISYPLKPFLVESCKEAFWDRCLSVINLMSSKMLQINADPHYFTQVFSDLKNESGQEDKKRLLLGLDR
dFosB act = enhances mouse delta FosB homodimer DNA binding | P13346 | purified delta FosB, TAMRA-CDK5 oligo fluorescence polarization; percent of positive-control signal above neutral wells | activation, % at 25 µM | actives 0.99% (n = 340,000) | AID 493131;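 active = mean activation above about 17%, with every replicate also reaching it, limit read from the data, passing the limit was not always enough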;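 also: fluorescence polarization rise as delta FosB binds a TAMRA Cdk5 AP-1 oligo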
MITF TRPM1 HTS = activators of MITF-driven TRPM1 promoter activity in SK-MEL-5 cells; SK-MEL-5 TRPM1-promoter luciferase, 24 h; % of positive control, neutral wells = 0; activation, % at 12.5 µM; actives 0.75% (n = 300,000); AID 588334;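 active = mean activation of at least 80% with every replicate also reaching 80%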;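 also: 0% = neutral control wells and 100% = parthenolide positive control wells; values of inactives mirror those of a sister screen read the other way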
CAL PDZ FP-1 = human CAL PDZ-peptide interaction inhibition. Q9HD26. actives 0.02% (n = 330,000). AID 504414. inhibition, % at 20 µM. purified CAL PDZ, TMR-peptide fluorescence polarization, 1 h;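 active = highest replicate inhibition of at least 40%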;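 also: plate controls were DMSO neutral control wells for no effect and unlabeled competitor peptide control wells for full effect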
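Material: tagged CAL PDZ domain; buffer or medium: 25 mM sodium phosphate pH 7.4, 150 mM NaCl, TCEP, IgG, Thesit; compound dosing: single point, 20 µM; schedule: 1 h incubation at room temperature before polarization reading; measured by: FP readout, S and P plane fluorescence; read-out basis: percent inhibition from loss of millipolarization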
V-ATPase pH = yeast V-ATPase proton transport regulation by pHLuorin; actives 0.37% (n = 350,000); S. cerevisiae, pHLuorin cytosolic pH fluorescence; response, % at 10 µM; in the data active = response mostly above about 7.3%, no sharp cut-off; inactive = mostly below about 5.4%; also: actives read high; inactives centre near 0; some compounds called inactive have numbers as strong as hits; reference of the scale not given here
Rtt109 HAT inh = inhibitors of Candida albicans Rtt109/Vps75 histone acetyltransferase; Q5AAJ8; purified Rtt109/Vps75, ThioGlo CoA-SH fluorescence, 4 h; AID 540336; actives 0.16% (n = 330,000); inhibition, % at 34.9 µM;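 active = inhibition of at least 50% in every replicate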
Wnt act = activators of Wnt/beta-catenin signaling | Wnt/beta-catenin reporter cell assay, activator, plate reader | activation, % at 9.35 µM | actives 1.2% (n = 300,000); in the data active = activation above about 30%, passing the limit was not always enough;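 also: 0% = neutral control wells and 100% = positive control wells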
CAL PDZ FP-2 = CAL PDZ (human) peptide binding inhibition. actives 0.92% (n = 300,000). AID 602252. inhibition, % at 24.9 µM. purified CAL PDZ, TMR-peptide fluorescence polarization, 1 h;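 active = mean inhibition of at least 30% with at least half of replicates also reaching 30%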;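 also: 0% = DMSO neutral control and 100% = excess unlabeled competitor peptide PRC23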
Tat export inh = E. coli Tat transport inhibition; E. coli MC4100 TorA-mCherry Tat export, fluorescence; inhibition, % at 10 µM; actives 0.036% (n = 340,000);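 active = mean replicate inhibition at least 50% and at least half of replicates individually reaching 50%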;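 also: exported cargo escapes ClpAP degradation while cytoplasmic cargo is degraded and loses fluorescence; 0% = median of neutral control wells and 100% = median of NaSCN control wells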
* marks the source's active call; other numbers are inactive results; . = not tested or not shown.

1. CC1(C)[C@@H](O)CC[C@]2(C)C3C(O)C=C4[C@H]5C[C@@](C)(CO)CC[C@]5(C)CC[C@]4(C)[C@]3(C)CC[C@@H]12 (stereo not given in full)
2. COC(=O)CC1C(=O)NCCN1C(=O)CSc1nc2ccc([N+](=O)[O-])cc2s1 (stereo not given)
3. CCOC(=O)CSc1nnc(CNC(=O)c2ccc(S(=O)(=O)N3CCCC3)cc2)n1C
4. COc1ccccc1CNC1CCCc2ccccc21 (stereo not given)
5. CCOc1ccc(CNC(=O)c2ccc3nc(N4CCOCC4)sc3c2)cc1
6. Cn1c(N)c(C(=O)COC(=O)Cc2ccsc2)c(=O)n(C)c1=O
7. CCN(C(=O)COC(=O)/C(=C/c1ccccc1)NC(C)=O)c1c(N)n(Cc2ccccc2)c(=O)[nH]c1=O
8. COCCNCCCCOc1ccccc1-c1ccccc1

screen / no. | 1 | 2 | 3 | 4 | 5 | 6 | 7 | 8
RTF Ca sens act | 0 | -2 | 2 | 3 | -5 | 5 | -1 | -1
CDK5 inh | -0.7 | 0.3 | 0.7 | -2.6 | -0.9 | 0.2 | -0.3 | -1.4
dFosB act | -5 | -2 | -5 | -3 | 0 | -2 | -2 | -9
MITF TRPM1 HTS | 3 | -7 | 12 | -9 | . | -9 | -4 | 4
CAL PDZ FP-1 | -1.7 | -2.1 | -2.2 | -1.6 | -0.8 | 0.4 | -5.2 | -2.9
V-ATPase pH | 3 | 2 | 1 | 0 | -4 | -6 | 0 | 1
Rtt109 HAT inh | 10 | 4 | -9 | -30 | -6 | 0 | -4 | -1
Wnt act | 11 | -1 | . | -1 | 11 | -10 | -1 | .
CAL PDZ FP-2 | 1 | -2 | . | 1 | . | -3 | . | -1
Tat export inh | -1 | 6 | -12 | -1 | -8 | -7 | -2 | 1

9. CCOC(=O)N1CCN(C(=O)c2cc(OC)cc(OC)c2)CC1
10. CCN1CCN(C(c2ccccc2)c2nnnn2Cc2ccc3c(c2)OCO3)CC1 (stereo not given)
11. CCOC(=O)c1[nH]c2cc(OC)c(OC)cc2c1NC(=O)CCN1CCSCC1
12. COCCCN1C(=O)c2ccc(C(=O)NCc3ccco3)cc2C1=O
13. Cc1ccc(C)c(N/C(N)=N/c2nc(C)cc(C)n2)c1
14. CCN(CC)S(=O)(=O)c1cccc(NC(=O)COC(=O)CCC(=O)c2cccs2)c1
15. COc1cccc(CNC(=O)CCS(=O)(=O)c2cc3c(cc2C)NC(=O)CO3)c1
16. O=C(NNC(=O)c1ccc(Br)o1)c1ccc(NC(=O)c2ccccc2)cc1

screen / no. | 9 | 10 | 11 | 12 | 13 | 14 | 15 | 16
RTF Ca sens act | 3 | -2 | 0 | -2 | -7 | 2 | 16 | 2
CDK5 inh | -0.6 | -2.2 | 1.3 | 1.5 | -0.2 | 1.2 | -3.3 | 0.3
dFosB act | -16 | 2 | -7 | 0 | 3 | -3 | -3 | 13
MITF TRPM1 HTS | 4 | 9 | . | 2 | 22 | -8 | -8 | -7
CAL PDZ FP-1 | -2.6 | -1.6 | 0.3 | 0.4 | -3.8 | -0.2 | -1.8 | -0.6
V-ATPase pH | 3 | 2 | -1 | 0 | 0 | 1 | 5 | -3
Rtt109 HAT inh | -14 | 2 | 3 | 3 | 32 | 4 | -1 | -9
Wnt act | . | 0 | 4 | . | 0 | . | -3 | .
CAL PDZ FP-2 | -3 | . | -1 | -1 | -3 | -5 | . | 10
Tat export inh | 0 | -10 | -2 | 3 | -2 | -3 | 17 | -2

Record cards, from the list above. Values in the order: RTF Ca sens act | CDK5 inh | dFosB act | MITF TRPM1 HTS | CAL PDZ FP-1 | V-ATPase pH | Rtt109 HAT inh | Wnt act | CAL PDZ FP-2 | Tat export inh
Profile of `COCCCN1C(=O)c2ccc(C(=O)NCc3ccco3)cc2C1=O` → -2 | 1.5 | 0 | 2 | 0.4 | 0 | 3 | . | -1 | 3
Profile of `CCOC(=O)N1CCN(C(=O)c2cc(OC)cc(OC)c2)CC1` → 3 | -0.6 | -16 | 4 | -2.6 | 3 | -14 | . | -3 | 0

Two entries from above, with each value named.
12) COCCCN1C(=O)c2ccc(C(=O)NCc3ccco3)cc2C1=O
  RTF Ca sens act: -2
  CDK5 inh: 1.5
  dFosB act: 0
  MITF TRPM1 HTS: 2
  CAL PDZ FP-1: 0.4
  V-ATPase pH: 0
  Rtt109 HAT inh: 3
  Wnt act: .
  CAL PDZ FP-2: -1
  Tat export inh: 3

13) Cc1ccc(C)c(N/C(N)=N/c2nc(C)cc(C)n2)c1
  RTF Ca sens act: -7
  CDK5 inh: -0.2
  dFosB act: 3
  MITF TRPM1 HTS: 22
  CAL PDZ FP-1: -3.8
  V-ATPase pH: 0
  Rtt109 HAT inh: 32
  Wnt act: 0
  CAL PDZ FP-2: -3
  Tat export inh: -2

(more compounds)
17. O=C(Nc1ccccc1)N(CCCN1CCOCC1)Cc1cc2cc3c(cc2[nH]c1=O)OCCO3
18. COc1ccc(CC(=O)OCC(=O)NCc2ccc(Cl)cc2)cc1
19. COc1ccc(NC(=S)NNC(=O)c2ccco2)c(OC)c1
20. Cc1nn(-c2ccccc2)c2nc(-c3ccccc3)cc(C(=O)N3CCOCC3)c12
21. COc1ccc(NC(=O)CN2CCN(CC(=O)Nc3ccc(OC)c(OC)c3)CC2)cc1
22. O=C(CSc1nnc2c(n1)[nH]c1ccccc12)NCc1ccco1
23. COc1cccc(C(=O)OCCNC(=O)c2cccnc2)c1
24. COc1ccc(NC(=O)CN2CCN(S(=O)(=O)c3ccc(Cl)cc3)CC2)cc1Cl
25. CN(C)c1ccc(/C=C/C(=O)c2cccnc2)cc1
26. CC(C)CSc1ncc(-c2cccc(C(F)(F)F)c2)cn1

screen / no. | 17 | 18 | 19 | 20 | 21 | 22 | 23 | 24 | 25 | 26
RTF Ca sens act | 3 | -4 | -1 | 5 | -3 | 4 | 4 | -4 | 4 | 2
CDK5 inh | -1.0 | 0.2 | -2.5 | -1.3 | -2.0 | 0.0 | 0.3 | 0.2 | -0.1 | 3.3
dFosB act | 2 | -7 | 0 | -10 | 3 | -7 | 0 | 3 | -14 | 3
MITF TRPM1 HTS | 15 | 8 | -4 | 5 | . | -10 | -4 | 4 | . | 16
CAL PDZ FP-1 | -2.3 | -1.6 | -1.5 | -2.7 | 1.0 | -1.0 | -0.2 | -1.0 | 0.0 | -1.3
V-ATPase pH | 1 | -7 | -1 | 1 | -5 | -3 | 1 | -4 | -1 | 1
Rtt109 HAT inh | -2 | 18 | 8 | 13 | 1 | 6 | -6 | 8 | 12 | -8
Wnt act | . | -2 | 6 | -1 | -2 | -2 | -2 | . | 1 | .
CAL PDZ FP-2 | -4 | 6 | -3 | 4 | . | . | . | -9 | -2 | 0
Tat export inh | -8 | 11 | 7 | 7 | -6 | -8 | -8 | -3 | -3 | -2

Filtered by structure, those above containing a thiophene ring, fused or not (2)
6. Cn1c(N)c(C(=O)COC(=O)Cc2ccsc2)c(=O)n(C)c1=O
14. CCN(CC)S(=O)(=O)c1cccc(NC(=O)COC(=O)CCC(=O)c2cccs2)c1

screen / no. | 6 | 14
RTF Ca sens act | 5 | 2
CDK5 inh | 0.2 | 1.2
dFosB act | -2 | -3
MITF TRPM1 HTS | -9 | -8
CAL PDZ FP-1 | 0.4 | -0.2
V-ATPase pH | -6 | 1
Rtt109 HAT inh | 0 | 4
Wnt act | -10 | .
CAL PDZ FP-2 | -3 | -5
Tat export inh | -7 | -3

Screens from PubChem.

Compounds were not picked by outcome; about 4.1% have a hit in one of these screens.
